# High-throughput results deposited in PubChem by National Center for Advancing Translational Sciences (NCATS).
# GCN5L2 inh – inhibitors of human GCN5L2 histone acetyltransferase | Q92830 | GCN5L2 HAT assay, ThioGlo1 CoA-SH fluorescence | Potency, µM (series often up to 58.9 µM), for the others: top-dose activity change, negative = inhibition, usual class: inhibitors | 390,000 tested, 0.21% active | AID 504327
# Target sequence (Q92830 whole entry, looked up): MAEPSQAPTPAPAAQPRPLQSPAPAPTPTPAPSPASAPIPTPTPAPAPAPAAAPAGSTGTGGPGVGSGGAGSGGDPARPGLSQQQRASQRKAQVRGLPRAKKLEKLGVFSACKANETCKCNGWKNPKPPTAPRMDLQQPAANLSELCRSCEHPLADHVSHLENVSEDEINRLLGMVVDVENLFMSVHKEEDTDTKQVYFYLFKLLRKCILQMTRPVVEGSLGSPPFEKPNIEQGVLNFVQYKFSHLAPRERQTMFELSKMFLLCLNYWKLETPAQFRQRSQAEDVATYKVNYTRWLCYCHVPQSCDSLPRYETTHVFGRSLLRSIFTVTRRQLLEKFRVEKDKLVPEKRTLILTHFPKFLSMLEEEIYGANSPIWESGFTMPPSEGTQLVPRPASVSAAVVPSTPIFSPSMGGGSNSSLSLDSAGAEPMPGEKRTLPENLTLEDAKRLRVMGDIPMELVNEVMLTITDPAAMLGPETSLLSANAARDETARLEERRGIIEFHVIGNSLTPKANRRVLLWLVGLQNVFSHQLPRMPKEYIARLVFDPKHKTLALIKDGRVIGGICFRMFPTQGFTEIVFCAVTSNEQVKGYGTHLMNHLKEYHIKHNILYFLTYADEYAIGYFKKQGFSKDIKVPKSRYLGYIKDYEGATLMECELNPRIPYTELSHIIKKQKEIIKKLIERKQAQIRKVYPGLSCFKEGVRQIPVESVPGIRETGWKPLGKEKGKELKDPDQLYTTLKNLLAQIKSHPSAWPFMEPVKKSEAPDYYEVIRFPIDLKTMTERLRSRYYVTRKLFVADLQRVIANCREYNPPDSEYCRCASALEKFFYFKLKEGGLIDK
#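 Fluorescence readout, Ex340nm/Em540nm: ThioGlo1 (50uM final) reacts with free CoA thiol released as 20nM GCN5L2 acetylates H3(1-25) peptide (75uM) using acetyl-CoA (70uM). Compound and enzyme sat 15 min beforehand; 20 min room-temperature reaction.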
# N370S GC – inhibits or activates N370S mutant glucocerebrosidase. P04062. N370S GC spleen homogenate, 4MU-glucoside fluorescence. Potency, µM (titrated, usually from 59.4 µM), without a hit: top-dose activity change, negative = inhibition, hits mostly inhibitors. 330,000 tested, 0.092% active. AID 2101;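 note: 0% = full enzyme activity and -100% = no enzyme basal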
# FEN1 inh – blocks human flap endonuclease 1. P39748. Recombinant FEN1 flap cleavage, fluorescence, 15 min. Potency, µM (series often up to 114 µM), for inactives: top-dose activity change, negative = inhibition, hits mostly inhibitors. 390,000 tested, 0.35% active; note: nearly all actives have a fitted effect of over 65% in size
#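 Potency values derive from four-parameter Hill fits of normalized qHTS data. The reaction used 10 nM FEN1 preincubated 15 min at room temperature with compound, then 50 nM DNA substrate, read at 0 and 15 min.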
# An asterisk follows results filed as active; ? = inconclusive; . = no result given; & = joins results of further samples. Calls come from the whole dose curve; as a rule, active = well fitted curve in the direction sought with a large enough effect; inconclusive = small, poorly fitted or top-dose-only effect, or another doubt; inactive = no such curve, though single readings can be large; an effect the other way counts as inactive or inconclusive. Unless noted, % is set by controls: 0 for no effect and ±100 for the full control effect; potency is the fitted concentration of half-maximal effect. A portion of the library; the hit share may differ from the screen's.
SMILES,GCN5L2 inh,N370S GC,FEN1 inh
CCOCCCNC(=O)c1cn2c3c(ccc(Cl)c3c1=O)OC(C)C2 (stereo unspecified),-23%,-7%,-3%
CCN(CC)S(=O)(=O)c1cccc(C(=O)NCC2(N3CCOCC3)CCCCC2)c1,?,-14%,-2%
O=C(Cn1cc(C(F)(F)F)ccc1=O)Nc1ccc(N2CCOCC2)cc1,-8%,-1%,2%
CC(C)(CO)Cc1cc(C(C)(C)C)c(O)c(C(C)(C)C)c1,?,-9%&2%&-8%,-25%
CC(C)(C)c1ccc(-c2nnc(SCC(=O)Nc3sc4c(c3C#N)CCCC4)o2)cc1,-8%,12%,-11%
O=C(C(Cc1ccccc1)n1cccc1)N1CCN(c2cccc(Cl)c2)CC1 (stereo unspecified),-13%,4%,4%
COc1cc(NC(=O)C/C(C)=N/NC(=O)C(=O)NCCO)c(OC)cc1Cl,-5%,-2%,-2%
CC(C)N(Cc1ccccc1)C(=O)COC(=O)c1c(F)cccc1F,-1%,.,12%
Cc1ccc2onc(CC(=O)N3CCN(c4ccccc4)CC3)c2c1,-14%,.,-13%
Cc1ccc(Nc2c(-c3ccc(N4CCOCC4)cc3)nc3cnccn23)cc1,0%,-3%,6%
CC(C)C[C@H](NC(=O)[C@H](Cc1ccccc1)NC(=O)CNC(=O)[C@H](CCC(=O)O)NC(=O)[C@H](CCCNC(=N)N)NC(=O)[C@H](C)NC(=O)[C@H](C)NC(=O)[C@@H](N)CC(=O)O)C(=O)N[C@@H](CC(=O)O)C(=O)N[C@H](C(=O)N[C@@H](CC(C)C)C(=O)N[C@H](C(=O)N[C@H](C(=O)N[C@@H](CC(C)C)C(=O)N[C@@H](Cc1cnc[nH]1)C(=O)N[C@@H](CCCNC(=N)N)C(=O)N[C@@H](C)C(=O)NCC(=O)N[C@@H](C)C(=O)N[C@@H](CCCNC(=N)N)C(=O)O)C(C)C)C(C)C)[C@@H](C)O,-2%,-5%,.
C=CCn1c(COc2ccc(F)cc2)nnc1SCC(=O)NC(=O)NCc1ccco1,-9%,4%,3%

# By substructure: the entries above containing a Cl atom
SMILES,GCN5L2 inh,N370S GC,FEN1 inh
CCOCCCNC(=O)c1cn2c3c(ccc(Cl)c3c1=O)OC(C)C2 (stereo unspecified),-23%,-7%,-3%
O=C(C(Cc1ccccc1)n1cccc1)N1CCN(c2cccc(Cl)c2)CC1 (stereo unspecified),-13%,4%,4%
COc1cc(NC(=O)C/C(C)=N/NC(=O)C(=O)NCCO)c(OC)cc1Cl,-5%,-2%,-2%

# Next section
SMILES,GCN5L2 inh,N370S GC,FEN1 inh
CC(C)(C)c1ccc(NC(=O)COC(=O)c2ccc3ncsc3c2)cc1,-2%,.,-22%
O=C(COc1ccc(Cl)cc1)Nc1nnc(-c2ccc3c(c2)CCCC3)o1,2%,6%,-18%
CCOc1ccc(CNC(=O)c2cnc(SC)nc2C)cc1,-10%,.,11%
CCc1nc(SCC(=O)Nc2nnc(CC(C)C)s2)n[nH]1,5%,1%,3%
Cc1nc2cc(-c3cccc(F)c3)nn2c(C)c1CCC(=O)NC(C)c1ccccc1 (stereo unspecified),-1%,.,-13%
N#Cc1c(NC(=O)CSc2nnnn2C2CCCCC2)sc2c1CCCC2,-2%,-16%,0%
CC1(C(=O)N/N=C/c2ccccc2)CC1(Br)Br (stereo unspecified),-8%,9%,4%
CCCC(=O)c1c[nH]c(C(=O)NCCc2ccccn2)c1,-7%,5%,-2%
Cc1ccc(NC(=O)CN(C)C(=O)c2ccc(OCc3cn4ccccc4n3)cc2)cc1,-3%,.,16%
O=C(Nc1ccc(O)c(-c2nc3ccccc3o2)c1)c1ccc(-c2cccc(Cl)c2)o1,2%,.,13%
O=C(c1ccccc1)N(C(=O)c1ccccc1)c1ncnc2c1C(c1ccccc1)c1c(ccc3ccccc13)O2 (stereo unspecified),-3%,.,-7%
O=C(Cn1ccc2ccccc2c1=O)NCC(=O)Nc1ccc(F)cc1F,-11%,-5%,-10%
Cc1sc(NC(=O)C2CSC3(C)CCC(=O)N23)nc1-c1ccc(F)cc1 (stereo unspecified),-6%,-10%,-4%
O=C1CCCc2nc(NCc3ccco3)ncc21,1%,1%,0%
CCOc1ncccc1C(=O)Nc1ccc(S(=O)(=O)N2CCCC2)cc1,0%,0%,-7%
COc1ccc(NC(=O)c2c(NCc3cccs3)sc3c2CCCC3)cc1,-3%,.,-23%
C=CCC(C)(NCc1ccccc1)c1ccco1 (stereo unspecified),2%,4%,12%
Cc1cc(C)c(S(C)(=O)=O)c(Oc2ccc(F)cc2)n1,-6%,20%,-2%
COc1ccc(S(=O)(=O)N(CC(=O)N2CCC(C)CC2)c2ccc(C)cc2)cc1,-8%,.,-4%
O=C(CCC(=O)Nc1ccc(F)cc1)N/N=C/c1ccc(O)cc1,11%,-6%,3%
O=C(Nc1sc2c(c1C(=O)Nc1ccccc1Cl)CCCC2)c1ccccc1F,-6%,.,11%
CC(C)[C@@H](C(=O)OCC(=O)Nc1ccc2c(c1)OCO2)N1C(=O)c2ccccc2C1=O,-6%,17%,-22%
O=C(c1ccc(F)cc1)c1cn(Cc2ccccc2)c2cc3c(cc2c1=O)OCO3,-1%,.,-1%
CCOC(=O)c1c(NC(=O)COC(=O)c2ccccn2)sc(C(=O)N(C)C)c1C,-2%,-2%,-5%
CCCC12CN3CC(C)(CN(C1)C3c1ccc(OCc3ccccc3)cc1)C2=O (stereo unspecified),-1%,.,11%
Cc1nc2ccc(NC(=S)NC(C)C)cc2nc1C,-2%,1%,-15%
CCOC(=O)c1cnn(-c2ccc(C(C)C)cc2)c1NC(=O)C1CCC1,-4%,13%,0%
CN(CC(=O)Nc1ccc(F)cc1)C(=O)CNC(=O)C1CCCCC1,2%,.,-13%
COc1ccccc1-n1cnc(N)c1C(C)=O,0%,4%,1%
CCCc1cc(CNC(=O)C2CCC(=O)N(CCc3cccc(F)c3)C2)on1 (stereo unspecified),-3%,0%,24%
COc1ccc(NC(=O)c2ccc(-n3cccn3)c([N+](=O)[O-])c2)cc1,-4%,0%,-14%
CC(=O)NCCCc1nc2ccccc2n1Cc1ccccc1F,-8%,13%,3%
CC(C)(C)OC(=O)N1CCCC1C(=O)O (stereo unspecified),-28%,5%,27%
CCCOC(=O)c1ccc(NC(=O)c2ccccc2[N+](=O)[O-])cc1,-8%,-1%,-22%
O=C(O)c1ccc(/C=N/NC(=O)c2ccc(CN3c4cccc5cccc(c45)S3(=O)=O)cc2)cc1,-29%,-12%,?
O=C(Cc1ccccc1)NN1C(=O)C2C3C=CC(C4CC34)C2C1=O (stereo unspecified),0%,-6%,-7%
CCn1c(=O)c(C(C)=O)nc2ccccc21,-6%,11%,6%
COc1ccccc1OCc1nc(C#N)c(NCc2ccc(C)cc2)o1,-16%,.,-4%
O=c1c2ccccc2nc(/C=C/c2cccnc2)n1CCc1ccccc1,?,-1%,-3%
O=C(O)C1CCN(C(=O)CSc2nc3ccccc3c(=O)n2Cc2ccccc2)CC1,0%,-13%,-10%
O=C1C(=O)N(CCN2CCOCC2)C(c2cccnc2)/C1=C(/O)c1ccccc1 (stereo unspecified),-1%,8%,.
COc1cc(/C=N/NC(N)=S)ccc1OCC(=O)Nc1ccc(C)cc1,-6%,0%,-12%
CN(Cc1cccs1)c1nc(-c2cccnc2)nc2ccccc12,-6%,24%,-20%
O=C(c1ccc(CS(=O)c2ccc(F)cc2)o1)N1CCN(C2CCCCC2)CC1 (stereo unspecified),-1%,-1%,20%
O=C1CN(C(=O)c2ccc3nc(Cc4cccc(Cl)c4)oc3c2)CCN1,-15%,-27%,5%
O=C(C1CCN(C2CCN(Cc3ccc4c(c3)CCO4)CC2)CC1)N1CCCC1,3%,-2%,-1%
COc1ccc(C(C)(C)C)cc1NS(=O)(=O)c1cccc2cccnc12,-8%,-3%,-14%
COc1ccc(NC(=O)C(=O)N2N=C(C(C)C)CC2(O)C(F)(F)F)cc1 (stereo unspecified),-3%,-23%,22%

# Some of the entries so far, with values under each structure.
# The line under a structure holds: GCN5L2 inh | N370S GC | FEN1 inh
CCCc1cc(CNC(=O)C2CCC(=O)N(CCc3cccc(F)c3)C2)on1 (stereo unspecified)
    -3% | 0% | 24%
COc1ccc(NC(=O)c2ccc(-n3cccn3)c([N+](=O)[O-])c2)cc1
    -4% | 0% | -14%

# Further compounds follow:
SMILES,GCN5L2 inh,N370S GC,FEN1 inh
CCOc1ccc(C(=O)NCC(=O)NCC(c2ccco2)N2CCCCC2)cc1OCC (stereo unspecified),-5%,-17%,-3%
CCCC(=O)NC(c1ccco1)c1c(O)ccc2ccccc12 (stereo unspecified),-2%,14%,1%
COc1ccc(-n2cc(-c3ccc(Br)cc3)[nH]c2=S)cc1,-8%,9%,-3%
COc1ccccc1CNC(=O)CSCc1cnn(-c2ccccc2)c1-n1cccc1,-2%,10%,-18%
O=S(=O)(c1cccs1)N1CCCc2ccccc21,0%,3%,-22%
COc1ccccc1NC(=O)c1sc2cccc(Cl)c2c1Cl,9%,.,6%
COCCNC(=O)c1ccc2c(c1)CCN2S(C)(=O)=O,-1%,1%,-6%
CC(=O)Nc1scc(C)c1-c1nc2ccccc2s1,-5%,6%,?
Cc1ccc(N(C)C(=O)CCS(=O)(=O)c2ccc3c(c2)oc(=O)n3C)cc1,-3%,5%,-6%
COc1ccc(-n2c(CN3CCC(C(N)=O)CC3)nc3ccc([N+](=O)[O-])cc3c2=O)c(OC)c1,-6%,-3%,10%
O=[N+]([O-])c1ccc2[nH]c(O)c(N=NC3CCS(=O)(=O)C3)c2c1 (stereo unspecified),-28%,-16%,2%
O=C(O)c1ccccc1OCc1ccccc1Cl,0%,3%,9%
CSc1ccc(C#N)cc1NC(=O)c1ccc(Cl)cc1Cl,3%,4%,0%
COC(=O)c1ccc(CSc2nc3c(c(=O)n2-c2ccc(Br)cc2)SCC3)o1,-10%,10%,-8%
CC(C)(C)c1cc[n+](/C(C(=S)Nc2ccccc2F)=C(/[O-])c2ccc3c(c2)OCCO3)cc1,-14%,-10%,5%
Cc1nc2nc(N)nn2c(C)c1C/C=C/c1ccccc1,-6%,10%,-3%
O=C(NC1CCCCC1)c1cccc(S(=O)(=O)N2CCOCC2)c1,-2%,-3%,-3%
COc1ccccc1Cc1noc(COc2cccc(C)c2C)n1,-3%,9%,-12%
Cc1cc(S(=O)(=O)N2CCOCC2)ccc1OCC(=O)Nc1ccc(F)cc1,-3%,-7%,-4%
Cn1cc(CN2CCCC(CO)(Cc3cccc(Cl)c3)C2)cn1 (stereo unspecified),-7%,8%,-2%
S=C(NC1CCCCC1)N(CCc1nc2ccccc2[nH]1)C1CCCC1,0%,0%,-2%
COc1ccccc1OCC(=O)Nc1ccc(S(=O)(=O)N(C)c2ccccc2)cc1,-17%,19%,-20%
CC(=O)c1ccc(NC(=O)CN2C(=O)COc3ccc(Cl)cc32)cc1,-8%,1%,15%
CC(NC(=O)COC(=O)Cc1ccc(Cl)cc1)c1ccccc1 (stereo unspecified),-3%,.,-5%

# Complete entries from above:
# Entry for Cn1cc(CN2CCCC(CO)(Cc3cccc(Cl)c3)C2)cn1 (stereo unspecified) = GCN5L2 inh = -7%; N370S GC = 8%; FEN1 inh = -2%
# Entry for CSc1ccc(C#N)cc1NC(=O)c1ccc(Cl)cc1Cl = GCN5L2 inh = 3%; N370S GC = 4%; FEN1 inh = 0%
# Entry for COc1ccccc1OCC(=O)Nc1ccc(S(=O)(=O)N(C)c2ccccc2)cc1 = GCN5L2 inh = -17%; N370S GC = 19%; FEN1 inh = -20%

# Going on with the list:
SMILES,GCN5L2 inh,N370S GC,FEN1 inh
CC1CC1C(=O)Nc1nc2ccc(S(C)(=O)=O)cc2s1 (stereo unspecified),-2%,-1%,3%
O=C(Cc1ccccc1)N/N=C/c1cc(Br)c(Br)o1,11%,?,-3%
CSc1ncccc1C(=O)Nc1ccc(S(=O)(=O)NC2=NCCCCC2)cc1,-3%,-4%,15%
Cc1ccc(N2CC(C(=O)Nc3ccc(N(C)C)cc3)CC2=O)cc1C (stereo unspecified),-23%,0%,3%
COc1ccccc1CC(Cc1nc2ccccc2[nH]1)c1nc2ccccc2[nH]1 (stereo unspecified),1%,-13%&1%,-14%
Cn1cc(/C=N\NC(=O)C2COc3ccccc3O2)c2ccccc21 (stereo unspecified),0%,14%,.
O=C(Oc1ccc([N+](=O)[O-])cc1)C1CC(=O)N(c2ccc3c(c2)OCCO3)C1 (stereo unspecified),-20%,.,-3%
Cc1ccc(C)c(N2CCN(S(=O)(=O)c3cc(-c4cc(C)no4)ccc3C)CC2)c1,-17%,.,-8%
Cc1cc(-c2ccc(Cl)cc2)c(C#N)c(N)n1,2%,.,1%
CCN1CCN(c2ncnc3c2c(-c2ccccc2)cn3-c2ccc(F)cc2)CC1,-7%,-9%,-4%
Nc1ccc(NC(=O)c2cccs2)cc1,-3%,-22%,-5%
CC(=O)c1c(C)[nH]c(C(=O)COC(=O)COc2ccccc2F)c1C,-16%,.,-12%
Cc1c(C)n(CC(O)CN2CCCCCC2)c2ccccc12 (stereo unspecified),-3%,-11%,-13%
O=C(NN1C(=O)C2C3c4ccccc4C(c4ccccc43)C2C1=O)C1CC1 (stereo unspecified),2%,4%,-18%
